Bioassay records: PubChem BioAssay, several laboratories
Mtb RmlCD inh: blocks M. tuberculosis RmlC and RmlD coupled enzymes. RmlC+RmlD coupled enzyme assay, percent inhibition; primary screen in compound mixtures. inhibition, % at 3.6 µM. actives 0.03% (n = 160,000). AID 1533; in the data active means inhibition mostly above about 34%, no sharp cut-off; inconclusive means no clear call, values can overlap the other calls; inactive means mostly below about 22%; further: some results filed as inactive read as strong as hits
Target sequence (P9WH09 whole entry, looked up): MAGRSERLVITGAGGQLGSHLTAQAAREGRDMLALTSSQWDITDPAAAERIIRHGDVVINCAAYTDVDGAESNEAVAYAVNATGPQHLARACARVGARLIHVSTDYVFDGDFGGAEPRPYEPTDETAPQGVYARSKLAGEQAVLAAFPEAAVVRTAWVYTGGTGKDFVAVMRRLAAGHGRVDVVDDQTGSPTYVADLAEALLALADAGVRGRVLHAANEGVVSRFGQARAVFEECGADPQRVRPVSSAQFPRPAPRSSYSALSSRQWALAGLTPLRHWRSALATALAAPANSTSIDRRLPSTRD
Target sequence (P9WH11 whole entry, looked up): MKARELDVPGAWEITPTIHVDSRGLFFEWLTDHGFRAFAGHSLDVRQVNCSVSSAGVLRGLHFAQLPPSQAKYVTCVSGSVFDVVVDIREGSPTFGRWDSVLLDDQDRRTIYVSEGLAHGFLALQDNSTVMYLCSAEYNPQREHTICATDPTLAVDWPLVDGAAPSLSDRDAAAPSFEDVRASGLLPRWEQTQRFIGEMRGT
M. tuberculosis GlmU: inhibition of mycobacterial GlmU enzyme – biochemical, glucosamine-1-phosphate acetyltransferase (AID 1376); M. tuberculosis GlmU acetyltransferase enzyme assay; higher % means a stronger effect; inhibition, %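 (tested at 30 µM in the primary screen)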; hits with a dose series show IC50 in µM; actives 0.25% (n = 220,000); in the data active means inhibition above about 13%; inconclusive means no clear call, values can overlap the other calls;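 further: 0% = complete reaction with vehicle and 100% = reaction without substrate; strong numbers were not always called active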
Active calls of the source: *; ? = inconclusive; . = no result given. This is a subset; the hit share may differ from the screen's.

SMILES	Mtb RmlCD inh	M. tuberculosis GlmU
O=C(O)c1ccccc1C(=O)NCc1ccccc1	3.8	-0.5%
CCC(=O)NC1=C(Cl)C(=O)C(NC(=O)CC)=C(Cl)C1=O	0.2	15.5%*
Cc1ccccc1-n1c(C)nnc1SCC(=O)NNC(=O)c1ccccc1	46.7	2.1%
O=c1c2ccccc2c(-c2ccccc2)nn1Cc1ccc(Cl)cc1	-1.0	-0.3%
CCOC(=O)c1ccc(NC(=O)c2nc[nH]c2C(=O)N(C)Cc2ccccc2)cc1	-11.3	5.1%
COC(=O)Cc1c[nH]c2cccc(OCC(O)CN(Cc3ccccc3)C(C)C)c12 (stereo unspecified)	.	2.8%
O=C(O)c1ccc(NC2=C(Cl)C(=O)c3ccccc3C2=O)cc1	9.6	1.9%
O=C(O)c1[nH]c2ccc(Cl)cc2c1CC(=O)N1CCN(c2ccccc2)CC1	-4.2	2.7%
COc1ccc(N2CCN(S(=O)(=O)c3ccc(OC)cc3)CC2)cc1	9.8	-4.6%
OC(CNCC1(N2CCCCC2)CCCCC1)COc1ccc(Cl)cc1Cl (stereo unspecified)	.	-6.2%
CC(C)NC(=O)CSc1nnc(-c2ccc(C(C)(C)C)cc2)n1C	.	2.6%
Cc1ccc2[nH]c(C(=O)NN=C3CCCCC3)c(-c3ccccc3)c2c1	-9.2	-8.6%
Cc1ccc(OC(=O)c2sc(Cl)nc2C)cc1C	2.6	4.8%
Cn1cccc1C(C#N)(CC#N)c1cccc(F)c1C#N (stereo unspecified)	0.9	-4.0%
CCCc1[nH]nc2c1C(Cc1ccccc1)C(C#N)=C(N)O2 (stereo unspecified)	-7.5	1.0%
CCNC(=S)Nc1ccc(Cl)c([N+](=O)[O-])c1	-8.5	1.3%
O=C(N/N=C\c1ccc(Sc2ccccn2)o1)c1cccc(F)c1	-7.3	-4.5%
O=C(Cc1ccccc1)N1CCN(S(=O)(=O)c2ccc([N+](=O)[O-])cc2)CC1	-11.5	-4.5%
CN1/C(=C\C(=O)c2oc3ccccc3c2N)C(C)(C)c2ccccc21	-3.1	3.2%
CCOC(=O)c1sc(NC(=O)CSc2nc3c(cc2C#N)CCCCC3)c(C#N)c1C	2.0	0.8%
CCOc1ccc(OCC)c(NS(=O)(=O)c2cccc3nsnc23)c1	-36.9	-3.0%
Cc1ccccc1NC(=O)c1ccc(CN(c2ccccc2)S(=O)(=O)c2ccccc2)cc1	-5.8	7.2%
O=C(CC1Nc2ccccc2NC1=O)Nc1ccccc1 (stereo unspecified)	2.0	.
Cc1[nH][nH]c(=O)c1C(c1c(C)[nH][nH]c1=O)c1cn(Cc2cccc3ccccc23)c2ccccc12	.	-2.2%
Cc1cccc(-n2c(-c3csc4ccccc34)n[nH]c2=S)c1	-10.7	2.6%
O=C1NC(NS(=O)(=O)c2ccccc2)(C(F)(F)F)C(=O)N1c1ccc(F)cc1 (stereo unspecified)	11.0	5.0%
COC(=O)c1sccc1NC(=O)c1cc(-c2cccc(C)c2)nc2ccccc12	.	-2.3%
CCC(=O)c1ccc(OCCn2cncn2)cc1	11.8	-0.5%
Cc1cc(C(=O)NP(=O)(N2CCOCC2)N2CCOCC2)c(C)n1C1CC1	-9.2	-0.8%
COC(=O)c1c(NC(=O)c2ccc(Br)o2)sc(C)c1C	7.7	-3.9%

Three entries drawn at random from those above:
SMILES	Mtb RmlCD inh	M. tuberculosis GlmU
CCNC(=S)Nc1ccc(Cl)c([N+](=O)[O-])c1	-8.5	1.3%
Cc1cccc(-n2c(-c3csc4ccccc34)n[nH]c2=S)c1	-10.7	2.6%
O=C(Cc1ccccc1)N1CCN(S(=O)(=O)c2ccc([N+](=O)[O-])cc2)CC1	-11.5	-4.5%

Following part
SMILES	Mtb RmlCD inh	M. tuberculosis GlmU
COc1ccc(CNCCNC(=O)c2ccco2)c(OC)c1OC	.	2.2%
CC(C)CC(=O)Nc1ccc2oc(-c3cccnc3)nc2c1	21.3	1.5%
C[C@@H]1CC=C[C@H]2[C@H]1C(=O)N(Cc1ccccc1)[C@H]2c1ccc(-c2ccc(F)cc2)cc1F	.	-1.8%
Cc1c(NC(=O)c2ccccc2NS(=O)(=O)c2ccc(F)cc2)c(=O)n(-c2ccccc2)n1C	.	5.2%
CCOC(=O)c1c(NC(C)=O)sc2c(O)c(Br)cc(Br)c12	.	2.0%
c1ccc(Cc2nn3c(C4COc5ccccc5O4)nnc3s2)cc1 (stereo unspecified)	.	0.3%
O=C(COC(=O)c1cccnc1Cl)Nc1cc(S(=O)(=O)N2CCCCC2)ccc1Cl	-11.1	-3.7%
O=C(c1ccc(S(=O)(=O)Cc2ccccc2Cl)c([N+](=O)[O-])c1)N1CCN(c2ccccn2)CC1	-6.3	-1.2%
C=CCOC(=O)C1=C[C@@H](c2cn(C(C)=O)c3ccccc23)C[C@@H](OCc2ccc(CO)cc2)O1	.	1.2%
COc1ccc(NC(=O)CSc2nc3ncccc3[nH]2)cc1OC	7.1	-0.3%
Cc1cc(-n2c(SCc3ccccc3F)nc3n[nH]c(C)c3c2=N)ccc1Cl	-6.2	-2.5%
CC(C)c1ccc(/C=C2\NC(=S)N(Cc3cccnc3)C2=O)cc1	-8.9	0.4%
CN1CN(C)C(c2ccncc2)=C1c1ccncc1	10.3	-2.5%
O=C(O)c1cccc(NS(=O)(=O)c2ccc(-c3ccc(S(=O)(=O)Nc4cccc(C(=O)O)c4)cc3)cc2)c1	-7.6	7.0%
COc1cc(OC)c2c(c1C(CCN1CCOCC1)c1ccc(N(C)C)cc1)OC(=O)CC2c1ccc(N(C)C)cc1 (stereo unspecified)	-10.5	11.0%

Not a retest: an excerpt of the list.
SMILES	Mtb RmlCD inh	M. tuberculosis GlmU
COc1ccc(CNCCNC(=O)c2ccco2)c(OC)c1OC	.	2.2%
CC(C)CC(=O)Nc1ccc2oc(-c3cccnc3)nc2c1	21.3	1.5%

(listing goes on)
SMILES	Mtb RmlCD inh	M. tuberculosis GlmU
Cc1ccc(OC(=S)Nc2ccc(F)cc2)cc1	.	-4.1%
Cc1c(NC(=S)N/N=C/c2ccc(Br)cc2)c(=O)n(-c2ccccc2)n1C	-1.2	1.5%
COc1cc(OC)cc(C(=O)NC2=NCCS2)c1	.	-0.3%
Cc1cc(C=C2C(=O)N(C)C(=S)N(C)C2=O)c(C)n1C1CCCC1	-4.0	-4.1%
CC(=O)N1CCN(c2ccccc2NC(=O)c2cc(Br)ccc2Cl)CC1	-0.7	1.3%
CC1(C)CC(C(CC(=O)N2CCCC2)Cc2ccccc2)CCO1 (stereo unspecified)	.	-2.0%
Cc1cc(C(=O)CN2C(=O)c3ccccc3C2=O)c(C)n1C1CC1	-4.2	8.1%
Cc1nn(Cc2ccccc2Cl)c(Cl)c1C(=O)OC(C(=O)NC(N)=O)C(C)C (stereo unspecified)	3.5	9.3%
CC(=O)Nc1ccc(SCC(=O)OCC(=O)NC(=O)NCCC(C)C)cc1	3.6	1.4%
CN(C)c1nc(-c2ccccc2)cc(C(F)(F)F)c1C#N	2.4	-0.6%
O=C(CSc1nnc(CNc2ccc(Cl)cc2)n1Cc1ccccc1)NCc1ccco1	.	-0.1%
CCCCOc1ccc(Cl)cc1CSc1nncn1N	14.0	4.4%
CC(C)(C)NC(=O)C(c1ccc(O)cc1)N(C(=O)CCC(=O)Nc1nccs1)c1ccc(F)cc1 (stereo unspecified)	-8.2	8.1%
N#CC1(NC(=O)COc2ccc3oc4ccccc4c3c2)CCCCC1	4.5	-3.3%
Nc1ccc(CCN2CCN(c3cccc(C(F)(F)F)c3)CC2)cc1	.	-2.7%
CCCCCN=C(C)c1c(O)c2ccccc2oc1=O	19.8	2.4%
O=C(NC1CCCCC1)c1ccccc1NC(=O)C1CC1	.	0.0%
Cc1ccc(S(=O)(=O)Cc2ccc(C(=O)N3CCc4ccccc4C3)o2)cc1	7.2	2.1%
O=C(Nc1nnc(-c2ccco2)o1)c1ccc(S(=O)(=O)N2CCCC2)cc1	7.7	-1.4%
C/C(CC(O)(/C=N/O)c1ccccc1)=N\O (stereo unspecified)	25.2	-0.8%
CCOC(=O)C(C#N)c1ccccn1 (stereo unspecified)	.	5.1%
Cc1cc(C)cc(NC(=S)N(CCN(C)C)C(C)c2cccnc2)c1 (stereo unspecified)	-0.1	-4.1%
C=C(C)C(=O)Nc1cccc(C2=NOC3(C2)C[C@@H](C(N)=O)N(C(=O)CCCCC)C3)c1 (stereo partly specified)	.	6.1%
CCOc1cc(C(=O)OC(C)C(=O)Nc2ncc(Cl)cc2Cl)ccc1OCC(=O)N1CCOCC1 (stereo unspecified)	11.6	-1.3%
CCCCC(=O)NCCc1ccc(S(N)(=O)=O)cc1	.	-0.4%
Cc1ccccc1CN1CCSc2sccc2C1=O	2.5	-0.3%
Cc1nc(-c2ccccc2)sc1-c1n[nH]c(=S)n1C	.	2.9%
CCOC(=O)/C(C#N)=C/c1ccc(N2CCCCC2)cc1	-5.0	-7.4%
CC1=NNC(=O)C1CCC(=O)N/N=C(\C)c1ccccc1 (stereo unspecified)	8.4	9.9%
COc1cc(C)c(S(=O)(=O)N2CCOCC2)c(C)c1C	.	1.5%
Cc1ccc2[nH]c(=O)c(CN3CCCCC3)c(-c3ccccc3)c2c1	.	-0.9%
Cn1ccc(NC(=O)Nc2ccc(Cl)cc2)n1	55.0	-1.2%
Nc1cccc(Oc2ccc3c(c2)C(=O)N(CC2CCCO2)C3=O)c1 (stereo unspecified)	3.6	-2.0%
COc1ccc(NC(=O)C(C)N(c2ccc(C)cc2)S(C)(=O)=O)c(OC)c1 (stereo unspecified)	8.6	5.9%
CCOc1ccccc1CNC(=O)c1cc2occc2n1C	12.6	-3.3%
CN(Cc1nc2c(s1)CCCC2)C(=O)CCc1nnc(-c2ccc3c(c2)OCO3)o1	12.1	-0.5%
CC1CCC(NC(=O)Nc2cccs2)CC1 (stereo unspecified)	-11.3	-1.8%
Cc1cc(NC(=O)COc2ccccc2)n(-c2ccccc2)n1	-12.2	-3.3%
CCOc1ccc(-n2cnc3sc4c(c3c2=O)CCCC4)cc1	-11.5	-3.2%
CCC(CC)c1nnc(NC(=O)C2CCCO2)s1 (stereo unspecified)	-10.0	0.7%
CCN(Cc1ccccc1)S(=O)(=O)c1ccc2oc(C(=O)O)c(C)c2c1	?	-3.8%
CCc1nnc(NC(=O)COc2ccc(N(C)S(=O)(=O)c3ccc(C)cc3)cc2)s1	7.2	0.0%
CCc1ccc(C(=O)COC(=O)CCc2nc3ccccc3c(=O)[nH]2)cc1	3.0	2.0%
Cc1nccn1CC(=O)N/N=C/c1cccc(O)c1	-9.6	4.2%
COc1ccc(-n2cnc3sc4c(c3c2=O)CCCC4)cc1	64.1	0.2%
NC(N)=Nc1ccc(N=C(N)N)cc1	-6.0	-0.6%
CC1CCc2c(sc3nc(CN4CCN(S(=O)(=O)c5ccccc5[N+](=O)[O-])CC4)[nH]c(=O)c23)C1 (stereo unspecified)	16.8	-1.9%
O=C(CSc1nnnn1-c1cccc2c1CCCC2)N1CCOCC1	4.9	-1.4%
O=Cc1cccn1-c1ccccc1	.	0.7%
CCCSc1nc2c3c(sc2c(=O)[nH]1)CC(C)(CC)OC3 (stereo unspecified)	.	5.8%
CCN(CC)CCOCCOC(=O)C(CC)(CC)c1ccccc1	-10.2	-1.7%
C=CCN1C(=Nc2ccccc2)SC/C1=C\C(=O)OC	.	3.4%
CCOC(=O)CCCCC(=O)NC(CO)C(=O)NC (stereo unspecified)	.	6.7%
NNC(=O)c1cccc(O)c1	-5.9	1.5%
Cc1cc(C)cc(NC(=O)N(CCC#N)Cc2cccs2)c1	7.6	1.3%
COc1ccc(-n2c(C)cc(-c3csc(NC(=O)c4ccc(S(=O)(=O)N(C)C)cc4)n3)c2C)cc1	-4.6	-2.9%
Cc1ccc(-c2cc(C(=O)Nc3c(C)n(C)n(-c4ccccc4)c3=O)no2)cc1	-6.7	-4.9%
O=C(COC(=O)CCSc1ccccc1)NCc1ccc(F)cc1	2.7	8.7%
O=S(=O)(c1ccccc1)c1nc(-c2ccco2)oc1Nc1ccccc1	9.1	-0.1%
N#Cc1cccc(NC(=O)COC(=O)c2ccccc2Sc2ccccc2C#N)c1	5.4	4.0%

3 compounds out of the list, ordered by formula weight, smallest number first:
SMILES	Mtb RmlCD inh	M. tuberculosis GlmU
NNC(=O)c1cccc(O)c1	-5.9	1.5%
O=Cc1cccn1-c1ccccc1	.	0.7%
CCOC(=O)CCCCC(=O)NC(CO)C(=O)NC (stereo unspecified)	.	6.7%

New compounds follow:
SMILES	Mtb RmlCD inh	M. tuberculosis GlmU
N#Cc1ccc(Cl)cc1NC(=O)COC(=O)c1ccc2c(c1)OCCO2	-6.0	-1.7%
CC1(C)CC(=O)C(C(=S)Nc2ccc(F)cc2)=C(NCCN2CCOCC2)C1	4.0	3.8%
Cc1ccc(/C=C/C(=O)Nc2nnc(SCc3ccc(C#N)cc3)s2)o1	-8.8	6.7%
COCCOc1cc(N(CC(=O)N(C)C)S(=O)(=O)c2ccccc2)c(Cl)cc1Cl	8.2	1.0%
CC(C)CCOc1ccc(/C=C2\CCn3c2nc2cc(C(=O)O)ccc2c3=O)cc1	8.8	1.8%
O=C(CCS(=O)(=O)c1ccccc1)N1CCOCC1	4.7	1.6%
CN1C(=O)CC(C(=O)Nc2ccccc2F)SC1=Nc1ccc2c(c1)OCO2 (stereo unspecified)	-13.3	-3.6%
CCOC(=O)C1C2C=CC3(CN(Cc4ccccc4)C(=O)C13)O2 (stereo unspecified)	1.0	7.3%
CCN1C(=O)C(CC(=O)Nc2ccc(OC)cc2)N(Cc2cccs2)C1=S (stereo unspecified)	.	4.1%
COc1cc(-c2nc(-c3ccncc3)no2)cc(OC)c1OC	.	3.0%

Entries of single compounds, quoted from the list. Order of screens: Mtb RmlCD inh, M. tuberculosis GlmU
Cc1cc(-n2c(SCc3ccccc3F)nc3n[nH]c(C)c3c2=N)ccc1Cl is listed with -6.2, -2.5%
Cc1ccc(OC(=S)Nc2ccc(F)cc2)cc1 is listed with ., -4.1%
